12-LOX inh: blocks human arachidonate 12S-lipoxygenase. P18054. purified 12hLO, xylenol orange hydroperoxide absorbance. Potency, µM (series often up to 108 µM), inactives show at the top dose activity change, negative = inhibition, hits mostly inhibitors. 1.1% of 580,000 active; also: % is scaled to controls: 0 for no effect and ±100 for the full control effect
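Purified human 12hLO (150 nM final) in 25 mM Hepes, 0.01% Triton X-100, pH 7.0 was preincubated 15 min at room temperature with compound. Then 40 uM arachidonic acid was added, 30 min. Hydroperoxide was read by Fe-XO absorbance ratio 573/405 nm.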
GLS inhibitor: glutaminase GLS (human) inhibition; O94925; GLS enzymatic activity, qHTS titration; Potency, µM (doses to about 45.5 µM), for inactives: at the top dose activity change, negative = inhibition, usual class: inhibitors; 0.21% of 410,000 active; AID 624170; also: % is scaled to controls: 0 for no effect and ±100 for the full control effect
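Read-out is an Amplex red fluorescence increase coupled through glutamate oxidase and HRP, measured before and after 30 min room-temperature incubation. hKGA is in 45 mM KH2PO4 (pH 8.2) with 0.02% Tween-20; glutamine added as 1mM solution.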
JMJD2A Tudor inh: inhibitors of human JMJD2A Tudor domain; O75164; Potency, µM (top dose mostly 114 µM), without a hit: at the top dose activity change, negative = inhibition, actives largely listed as inhibitors; AID 504339; AlphaScreen JMJD2A-Tudor / H3K4me3 peptide binding; 4.4% of 390,000 active; also: % is scaled to controls: 0 for no effect and ±100 for the full control effect; nearly all actives have a fitted effect of over 50% in size
Tb PGK inh: inhibitors of T. brucei phosphoglycerate kinase | P07378 | PGK/GAPDH coupled, Kinase-Glo luminescence, 60 min | Potency, µM (series often up to 57.5 µM), for inactives: at the top dose activity change, negative = inhibition, most hits filed as inhibitors | 0.043% of 380,000 active | AID 602233; also: % is scaled to controls: 0 for no effect and ±100 for the full control effect; nearly all actives have a fitted effect of over 60% in size
Target sequence (P07378 whole entry, looked up): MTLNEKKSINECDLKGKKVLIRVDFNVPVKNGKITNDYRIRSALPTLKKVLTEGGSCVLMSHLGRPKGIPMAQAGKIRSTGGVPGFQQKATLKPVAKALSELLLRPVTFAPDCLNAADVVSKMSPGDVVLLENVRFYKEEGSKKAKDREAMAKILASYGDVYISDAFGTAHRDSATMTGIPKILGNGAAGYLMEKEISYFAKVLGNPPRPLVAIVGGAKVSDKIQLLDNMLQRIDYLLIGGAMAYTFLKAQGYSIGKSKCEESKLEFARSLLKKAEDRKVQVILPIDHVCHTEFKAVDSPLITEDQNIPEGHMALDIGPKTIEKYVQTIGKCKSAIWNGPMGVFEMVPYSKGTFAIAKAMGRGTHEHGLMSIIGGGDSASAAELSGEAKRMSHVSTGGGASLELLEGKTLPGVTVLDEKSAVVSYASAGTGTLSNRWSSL
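Luminescent ATP detection (Kinase-Glo Plus) follows a 60-minute room-temperature incubation, with wells lacking PGK as controls. Buffer: 100 mM TEA (pH 7.6), 5 mM MgCl2, 0.01% Tween-20. Coupling enzyme GAPDH (100 nM final) supplies unstable 1,3-BPG in-well.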
RGS4 inhibitor: human RGS4 inhibition. Transcreener GDP fluorescence polarization, RGS4-accelerated GTP hydrolysis. Potency, µM (doses to about 114 µM), inactives show at the highest dose activity change, negative = inhibition, actives largely listed as inhibitors. AID 504845. 0.039% of 390,000 active. P49798; also: % is scaled to controls: 0 for no effect and ±100 for the full control effect; nearly all actives have a fitted effect of over 75% in size; some results filed as inactive show a strong effect at the top dose
Target sequence (P49798 whole entry, looked up): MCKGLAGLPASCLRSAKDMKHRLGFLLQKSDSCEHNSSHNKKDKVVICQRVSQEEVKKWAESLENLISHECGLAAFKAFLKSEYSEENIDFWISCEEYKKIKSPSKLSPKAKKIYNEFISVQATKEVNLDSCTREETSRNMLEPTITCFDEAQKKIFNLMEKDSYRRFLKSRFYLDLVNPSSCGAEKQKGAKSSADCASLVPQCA
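MLSMR compounds (23 nl, pin-transferred) preincubated 10 min at room temperature with a 500nM (2x) first reagent, then RGS4 at 900nM (2x) plus Transcreener GDP mix added; fluorescence polarization (620/688 nm) read before and after 90 min at 30 °C.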
ERG-DNA inh: blocks human ERG Ets domain binding to DNA; fluorescence polarization, His-ERG Ets domain / labelled DNA; Potency, µM (top dose mostly 76.9 µM), for inactives: at the top dose FP activity, negative = inhibition, most hits filed as inhibitors; 0.028% of 370,000 active; active = well fitted inhibition curve with a large enough effect in the polarisation, with a control signal flat; inconclusive = small, poorly fitted or top-dose-only effect, or effect the other way, or a change in a side signal; inactive = no such curve, though single readings can be large or run the other way; the % refers to the polarisation;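 also: polarization taken with two DNA probes labelled with fluorescein and Texas red; % of control where 0% means no effect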
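His-tagged ERG Ets domain (1 uM in the protein solution; 300mM KCl, 50mM Tris-HCl, 1mM EDTA, 1mM DTT, pH 7.5) received compound, then a probe mix of 5 nM fluorescein-DNA and 100nM Texas-615-DNA. Fluorescence polarization was read for both dyes.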
HP1b binding inh: inhibitors of HP1-beta chromodomain binding to methylated histone tails. Potency, µM (titrated, usually from 114 µM), for the others: top-dose activity change, negative = inhibition, usual class: inhibitors. P83916. AlphaScreen HP1-beta / biotin-H3K9me3 peptide binding. AID 540317. 0.56% of 390,000 active; also: nearly all actives have a fitted effect of over 70% in size; inactives centre near 23
Target sequence (P83916 whole entry, looked up): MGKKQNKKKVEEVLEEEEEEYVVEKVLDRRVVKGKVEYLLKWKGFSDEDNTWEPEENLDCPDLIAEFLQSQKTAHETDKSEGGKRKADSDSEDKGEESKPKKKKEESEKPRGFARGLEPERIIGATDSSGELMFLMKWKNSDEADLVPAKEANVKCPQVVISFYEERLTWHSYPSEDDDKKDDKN
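AlphaScreen: HP1-beta (50 nM) preformed 30 min with biotin-H3(1-18)K9me3 peptide (50 nM) in PBS pH 7.4, 0.01% Tween-20. Compound added for 30 min at RT, then streptavidin donor/nickel chelate acceptor beads (10 ug/mL) for 30 min.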
rTrxR1 inhibitor: inhibitors of rat thioredoxin reductase 1. O89049. recombinant rTrxR1, NADPH fluorescence consumption, selenite substrate. Potency, µM (top dose mostly 114 µM), for the others: top-dose activity change, negative = inhibition, actives largely listed as inhibitors. 1% of 390,000 active; also: % is scaled to controls: 0 for no effect and ±100 for the full control effect; nearly all actives have a fitted effect of over 65% in size
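Rat TrxR1 (90 nM in the dispensed reagent) was pre-reduced with 400 uM NADPH for 5 min at room temperature, then incubated with compound for 15 min. After 400 uM selenite was added, NADPH fluorescence (Ex 340/Em 450 nm) was followed for 8 min.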
Pin1 inhibitor: inhibitors of human Pin1; Pin1 FP peptide displacement, HiFluor488, 10 min; Potency, µM (highest dose often 115 µM), inactives show top-dose activity, negative = inhibition, actives largely listed as inhibitors; 0.009% of 390,000 active; AID 504891; active = well fitted inhibition curve with a large enough effect in the polarisation, with a control signal flat, not every such curve was filed as active; inconclusive = small, poorly fitted or top-dose-only effect, or effect the other way, or a change in a side signal; inactive = no such curve, though single readings can be large or run the other way; the % refers to the polarisation; also: % is scaled to controls: 0 for no effect and ±100 for the full control effect
Target sequence (Q13526 whole entry, looked up): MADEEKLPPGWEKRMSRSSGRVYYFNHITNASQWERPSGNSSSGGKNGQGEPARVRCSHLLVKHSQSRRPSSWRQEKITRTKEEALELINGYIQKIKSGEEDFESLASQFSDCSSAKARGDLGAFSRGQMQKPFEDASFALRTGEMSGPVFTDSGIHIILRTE
* = called active by the depositor; [ ] = dose if it differs, or a comment. Unless noted, calls follow the shape of the dose curve; as a rule, active = well fitted curve in the direction sought with a large enough effect; inconclusive = small, poorly fitted or top-dose-only effect, or another doubt; inactive = no such curve, though single readings can be large; an effect the other way counts as inactive or inconclusive. Potency is read from the fitted curve at half-maximal effect. Only part of the results is shown, so the mix of outcomes need not match the whole.

Results for CCC(=NC(CC)CO)C1=C(O)CC(C)(C)CC1=O (centres undefined) ?
12-LOX inh: -4%; GLS inhibitor: 7%; JMJD2A Tudor inh: -7%; Tb PGK inh: -6%; RGS4 inhibitor: 10%; ERG-DNA inh: 12%; HP1b binding inh: 32%; rTrxR1 inhibitor: 4%; Pin1 inhibitor: -3%

What do the screens show for `O=C(c1ccc(F)cc1)c1ccc(OCC(=O)N2CCOCC2)cc1`?
12-LOX inh: 5%; GLS inhibitor: -6%; JMJD2A Tudor inh: 1%; Tb PGK inh: -9%; RGS4 inhibitor: -8%; ERG-DNA inh: -16%; HP1b binding inh: 42%[activator]; rTrxR1 inhibitor: 16%; Pin1 inhibitor: -1%

Results for Fc1cc(F)nc(NCc2ccccc2)n1 ?
12-LOX inh: 11%; GLS inhibitor: -10%; JMJD2A Tudor inh: 19%; Tb PGK inh: -4%; RGS4 inhibitor: -23%; ERG-DNA inh: 6%; HP1b binding inh: 31%; rTrxR1 inhibitor: 25%; Pin1 inhibitor: -5%

How did N#CC(=Cc1ccncc1)c1ccccc1 do in these assays?
12-LOX inh: -5%; GLS inhibitor: 6%; JMJD2A Tudor inh: -15%; Tb PGK inh: -5%; RGS4 inhibitor: -1%; ERG-DNA inh: -6%; HP1b binding inh: 18%; rTrxR1 inhibitor: -2%[11.4 µM]; Pin1 inhibitor: -10%

Results for Oc1ccc(/C=N/NC(=S)NCc2ccco2)cc1 ?
12-LOX inh: -19%; GLS inhibitor: 16%; JMJD2A Tudor inh: -28%; Tb PGK inh: -10%; RGS4 inhibitor: -35%; ERG-DNA inh: -6%; HP1b binding inh: 19%; rTrxR1 inhibitor: -11%; Pin1 inhibitor: -1%

What do the screens show for `c1ccc(NC2=NCCN2CCCC2CCCCC2)cc1`?
12-LOX inh: -16%; GLS inhibitor: 7%; JMJD2A Tudor inh: -16%; Tb PGK inh: 4%; RGS4 inhibitor: 11%; ERG-DNA inh: 6%; HP1b binding inh: 33%; rTrxR1 inhibitor: 0%; Pin1 inhibitor: 1%

Results for CCC(C)NC(=O)N1c2ccccc2Sc2ccccc21 (centres undefined) ?
12-LOX inh: inconclusive; GLS inhibitor: 27%; JMJD2A Tudor inh: inconclusive; Tb PGK inh: -2%; RGS4 inhibitor: 11%; ERG-DNA inh: 12%; HP1b binding inh: 5%; rTrxR1 inhibitor: 36%; Pin1 inhibitor: -11%

Results for O=C(Nc1ccccc1Cl)c1ccc2c(=O)n3c(nc2c1)CCC3 ?
12-LOX inh: 0%; GLS inhibitor: 5%; JMJD2A Tudor inh: -7%; Tb PGK inh: inactive; RGS4 inhibitor: 0%; ERG-DNA inh: 4%; HP1b binding inh: 28%; rTrxR1 inhibitor: 13%; Pin1 inhibitor: 3%

What do the screens show for `COCCCn1c(SCC(=O)Nc2ccccc2)nnc1-c1ccncc1`?
12-LOX inh: 59%[activator]; GLS inhibitor: 0%; JMJD2A Tudor inh: -25%; Tb PGK inh: 6%; RGS4 inhibitor: -38%; ERG-DNA inh: 1%; HP1b binding inh: 4%; rTrxR1 inhibitor: 6%; Pin1 inhibitor: inconclusive

Results for CCC(=O)N1c2ccccc2CC1C(=O)NCCc1ccc(OC)c(OC)c1 (centres undefined) ?
12-LOX inh: -9%; GLS inhibitor: -12%; JMJD2A Tudor inh: -2%; Tb PGK inh: 5%; RGS4 inhibitor: 15%; ERG-DNA inh: -1%; HP1b binding inh: 23%; rTrxR1 inhibitor: 5%[57.1 µM]; Pin1 inhibitor: -8%

How did CC(=O)C1=C(c2ccccc2)OC(N)=C(C#N)C1c1ccccc1C (centres undefined) do in these assays?
12-LOX inh: -17%; GLS inhibitor: 14%; JMJD2A Tudor inh: -22%; Tb PGK inh: inactive; RGS4 inhibitor: 6%; ERG-DNA inh: 13%; HP1b binding inh: 4%; rTrxR1 inhibitor: -12%; Pin1 inhibitor: 1%

What do the screens show for `COc1cc(C(=O)NCC(=O)OCc2cc(=O)oc3c(C)c(C)ccc23)cc(OC)c1OC`?
12-LOX inh: -8%; GLS inhibitor: -2%; JMJD2A Tudor inh: -15%; Tb PGK inh: -14%; RGS4 inhibitor: 8%; ERG-DNA inh: 7%; HP1b binding inh: 16%; rTrxR1 inhibitor: 13%[57.1 µM]; Pin1 inhibitor: -2%

Results for CCN(CC)CCN(C(=O)c1cc2ccccc2cc1OC)c1nc2ccc(OC)cc2s1 ?
12-LOX inh: -23%; GLS inhibitor: 5%; JMJD2A Tudor inh: inconclusive; Tb PGK inh: -9%; RGS4 inhibitor: 11%; ERG-DNA inh: -4%; HP1b binding inh: -6%; rTrxR1 inhibitor: 15%; Pin1 inhibitor: -1%

How did CC(=O)Nc1cccc(-n2nnc(SCC(=O)Nc3ccc(F)c(Cl)c3)n2)c1 do in these assays?
12-LOX inh: 0%; GLS inhibitor: 14%; JMJD2A Tudor inh: -27%; Tb PGK inh: -8%; RGS4 inhibitor: -18%; ERG-DNA inh: 16%; HP1b binding inh: 4%; rTrxR1 inhibitor: 2%[57.1 µM]; Pin1 inhibitor: 44%[activator]

Results for CCn1cc(C2=NOC(C(=O)Nc3ccc4c(c3)OCO4)C2)c(C)n1 (centres undefined) ?
12-LOX inh: 25%; GLS inhibitor: 0%; JMJD2A Tudor inh: -8%; Tb PGK inh: -4%; RGS4 inhibitor: 11%; ERG-DNA inh: 1%; HP1b binding inh: -2%; rTrxR1 inhibitor: 5%[57.1 µM]; Pin1 inhibitor: -2%

Results for CCc1ccc(N(CC(=O)NC(C)(C)C)C(=O)CCC(=O)Nc2ccccn2)cc1 ?
12-LOX inh: inconclusive; GLS inhibitor: -10%; JMJD2A Tudor inh: -2%; Tb PGK inh: -8%; RGS4 inhibitor: -4%; ERG-DNA inh: -12%; HP1b binding inh: 44%[activator]; rTrxR1 inhibitor: 11%; Pin1 inhibitor: -6%

Results for Cc1ccc(OC(=O)CN2C(=O)c3ccccc3C2=O)cc1C ?
12-LOX inh: 10%; GLS inhibitor: 4%; JMJD2A Tudor inh: -6%; Tb PGK inh: -6%; RGS4 inhibitor: -3%; ERG-DNA inh: -3%; HP1b binding inh: 16%; rTrxR1 inhibitor: -9%; Pin1 inhibitor: -3%

How did CCN(CC)C(=O)c1c(NC(=O)c2ccccc2F)sc2c1CCC(C(C)(C)C)C2 (centres undefined) do in these assays?
12-LOX inh: -28%; GLS inhibitor: 0%; JMJD2A Tudor inh: 3%; Tb PGK inh: -1%; RGS4 inhibitor: -9%; ERG-DNA inh: -7%; HP1b binding inh: 34%; rTrxR1 inhibitor: 30%; Pin1 inhibitor: 1%

How did COc1ccc(-c2nc3sc(CCNC(=O)Cc4ccccc4)c(C)n3n2)cc1 do in these assays?
12-LOX inh: inconclusive; GLS inhibitor: -9%; JMJD2A Tudor inh: -24%; Tb PGK inh: -6%; RGS4 inhibitor: -10%; ERG-DNA inh: -2%; HP1b binding inh: 31%; rTrxR1 inhibitor: 3%[57.1 µM]; Pin1 inhibitor: -7%

Results for COc1ccc(N(C)C(=O)c2cc3c(Cl)nc4ccccc4c3s2)cc1 ?
12-LOX inh: -16%; GLS inhibitor: 0%; JMJD2A Tudor inh: -7%; Tb PGK inh: 5%; RGS4 inhibitor: -22%; ERG-DNA inh: -4%; HP1b binding inh: 40%[activator]; rTrxR1 inhibitor: 9%[57.1 µM]; Pin1 inhibitor: -1%

How did O=C(OCC(=O)N1CCOCC1)c1ccc2ccccc2c1O do in these assays?
12-LOX inh: -10%; GLS inhibitor: 14%; JMJD2A Tudor inh: -7%; Tb PGK inh: -1%; RGS4 inhibitor: -19%; ERG-DNA inh: -5%; HP1b binding inh: 44%; rTrxR1 inhibitor: -22%; Pin1 inhibitor: 0%

What do the screens show for `C/C(=N/NC(=O)C(C)n1nc(C)c([N+](=O)[O-])c1C)c1ccc(OCC(N)=O)cc1` (centres undefined)?
12-LOX inh: inconclusive; GLS inhibitor: -1%; JMJD2A Tudor inh: 2%; Tb PGK inh: -7%; RGS4 inhibitor: 8%; ERG-DNA inh: -8%; HP1b binding inh: 40%[activator]; rTrxR1 inhibitor: 0%; Pin1 inhibitor: -8%

How did COc1ccccc1NC(=O)c1ccc(SCC(=O)NCc2ccccc2Cl)c([N+](=O)[O-])c1 do in these assays?
12-LOX inh: -1%; GLS inhibitor: -2%; JMJD2A Tudor inh: -8%; Tb PGK inh: inactive; RGS4 inhibitor: -33%; ERG-DNA inh: 7%; HP1b binding inh: 19%; rTrxR1 inhibitor: -15%; Pin1 inhibitor: -3%

What do the screens show for `O=C(O)CC(NC(=O)C(c1ccccc1)c1ccccc1)c1cccc([N+](=O)[O-])c1` (centres undefined)?
12-LOX inh: 0%; GLS inhibitor: 4%; JMJD2A Tudor inh: -9%[11.4 µM]; Tb PGK inh: 0%; RGS4 inhibitor: 18%[11.4 µM]; ERG-DNA inh: -3%; HP1b binding inh: 39%; rTrxR1 inhibitor: -1%; Pin1 inhibitor: -20%

Source: PubChem
